CFTR F508del cor: F508del CFTR correction, initial screen, CFBE line, single point; activity (quench increase), % at 7.58 µM; CFBE cells, YFP halide quenching; stimulated with forskolin plus potentiator P3; % fluorescence drop versus neutral controls; actives 0.36% (n = 350,000); AID 720511, 2013;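 active = mean added fluorescence quench of at least 8% versus neutral control, with both replicates also reaching 8%; inconclusive = only one of the mean or replicate conditions met; inactive = mean below 8% and not both replicates reaching 8%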;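 note: cells transiently co-express mutant CFTR-F508del with the halide-sensitive YFP; corrector assay measuring rescue of mutant channel to the surface after 24 h compound exposure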
Casp6 inh: human caspase-6 inhibitors, primary screen, biochemical, VEID-R110 fluorescence, single point, set 2; P55212; purified caspase-6, Z-VEID-R110 cleavage fluorescence; inhibition, % at 12.5 µM; actives 0.53% (n = 350,000);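 active = mean inhibition across replicates at least about 35%, with every replicate also reaching that limit, limit read from the data; inconclusive = only one of the two criteria met; inactive = neither criterion met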;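 note: 0% = median of neutral control wells and 100% = no fluorescence left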
Target sequence (P55212 24-179 limits assumed): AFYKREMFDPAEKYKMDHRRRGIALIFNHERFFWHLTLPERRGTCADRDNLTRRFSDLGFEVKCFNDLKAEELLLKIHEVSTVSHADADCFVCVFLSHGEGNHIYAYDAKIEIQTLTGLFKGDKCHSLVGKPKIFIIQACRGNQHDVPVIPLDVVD
Target sequence (P55212 194-293 limits assumed): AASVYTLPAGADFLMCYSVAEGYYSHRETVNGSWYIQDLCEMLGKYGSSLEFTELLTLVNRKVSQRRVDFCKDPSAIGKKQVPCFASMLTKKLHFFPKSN
SIRT5 inh: SIRT5 desuccinylase inhibitors, primary screen, biochemical, fluorescence imaging, single point, set 5. Purified SirT5, succinyl-peptide AMC, trypsin-coupled fluorescence. inhibition, % at 15 µM. actives 1.1% (n = 330,000); in the data active = inhibition above about 15%; inconclusive = no clear call, values can overlap the other calls
Target sequence (Q9NXA8 whole entry, looked up): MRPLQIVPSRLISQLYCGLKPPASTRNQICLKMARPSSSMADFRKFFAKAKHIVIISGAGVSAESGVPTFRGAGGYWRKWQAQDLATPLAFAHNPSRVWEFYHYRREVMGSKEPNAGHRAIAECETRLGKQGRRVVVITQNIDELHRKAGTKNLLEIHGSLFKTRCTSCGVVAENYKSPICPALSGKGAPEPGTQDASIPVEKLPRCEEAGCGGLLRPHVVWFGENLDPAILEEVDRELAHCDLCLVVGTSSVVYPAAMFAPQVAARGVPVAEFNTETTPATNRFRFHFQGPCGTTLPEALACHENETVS
ERp5 inh: inhibitors of ERp5-driven insulin aggregation, primary screen, biochemical, turbidity, absorbance 650 nm, single point | Protein disulfide-isomerase A6 (Homo sapiens), Q15084 | 90 min | inhibition, % at 9.99 µM | actives 0.05% (n = 350,000) | AID 651711, 2012;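 active = mean replicate inhibition above about 25%, with every replicate also reaching it, limit read from the data, passing the limit was not always enough; inconclusive = only one of those two criteria met; inactive = neither criterion met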
Target sequence (Q15084 whole entry, looked up): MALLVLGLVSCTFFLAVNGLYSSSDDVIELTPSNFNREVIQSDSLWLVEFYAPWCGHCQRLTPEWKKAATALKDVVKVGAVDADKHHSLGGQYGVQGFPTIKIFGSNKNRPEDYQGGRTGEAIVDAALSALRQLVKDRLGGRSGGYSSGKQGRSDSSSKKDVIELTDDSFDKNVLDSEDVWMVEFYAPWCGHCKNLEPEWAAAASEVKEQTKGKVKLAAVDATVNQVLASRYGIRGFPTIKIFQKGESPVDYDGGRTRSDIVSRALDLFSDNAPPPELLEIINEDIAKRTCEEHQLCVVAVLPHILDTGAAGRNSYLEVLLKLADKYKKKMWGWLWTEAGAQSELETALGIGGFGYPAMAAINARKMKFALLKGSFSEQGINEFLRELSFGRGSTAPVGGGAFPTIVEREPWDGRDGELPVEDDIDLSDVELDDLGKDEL
DENV2 CPE rescue: inhibitors of DENV2 cytopathic effect, primary screen, cell-based, plate reader, single concentration; actives 1.7% (n = 350,000); AID 651640, 2012; DENV2-infected cells, cytopathic effect rescue; CPE inhibition, % at 9.99 µM; in the data active = CPE inhibition above about 20%, passing the limit was not always enough; inconclusive = no clear call, values can overlap the other calls; tested in BHK-21 cells;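 note: 0% = median of neutral control wells and 100% = median of positive control wells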
ERAP1 inh: human ERAP1 aminopeptidase inhibitors, primary screen, biochemical, single point, plate reader; actives 0.15% (n = 340,000); inhibition, % at 10.7 µM; AID 652197, 2013; Endoplasmic reticulum aminopeptidase 1 (Homo sapiens), Q9NZ08; recombinant ERAP1, Leu-AMC fluorescence, 60 min;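 active = mean replicate inhibition of at least 30%, or all replicates individually reaching that 30% level; inactive = mean below 30% and not every replicate reaching it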;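 note: 0% = neutral control wells and 100% = L-leucinethiol positive control wells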
miR-122 sensor: miR-122 Renilla sensor signal increase in Huh7, primary screen, miR-122 inhibitor project, cell-based, single point, plate reader. Huh7 miR-122 Renilla luciferase sensor, 48 h; neutral wells = 0, positive control = 100. activation (reporter increase), % at 12.5 µM. actives 0.3% (n = 340,000). AID 602342, 2012;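 active = mean replicate activation score at least 90 and every replicate individually at or above 90; inconclusive = only one of the two criteria met; inactive = neither criterion met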;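 note: higher luciferase means less miR-122 activity so hits act as miR-122 inhibitors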
* = called active by the depositor; u = inconclusive; x = no result given; & = joins results of further samples; ! = not active in a repeat; [ ] = remark or other dose. Hits appear at their usual frequency; any-hit rate near 4%.

1	CCN1[C@@H]2c3ccc(-c4ccc(F)cc4)c(=O)n3C[C@@H]2[C@@H](CO)[C@@H]1C(=O)OC
2	Cc1cccc(C)c1OC(=O)Cc1ccccc1[N+](=O)[O-]
3	COc1ccc(Cc2nc(C(=O)Nc3ccc(F)cc3)cs2)cc1
4	O=C(COC(=O)CNC(=O)c1ccc(Cl)c([N+](=O)[O-])c1)NNC(=O)c1ccccc1F
5	CC(=O)Nc1cncc(-c2ccc(CN(C)C)cc2)n1
6	COc1ccc(/C=C2\SC(=O)N(CC(=O)NCCCn3ccnc3)C2=O)cc1
7	C=CCn1cccc(C(=O)Nc2ccc(N(C)C)cc2)c1=O
8	CC(=O)N1CC2(C1)[C@H](c1ccc(-c3cccc(F)c3)cc1)[C@@H](CO)N2CC1CC1
entry no.	1	2	3	4	5	6	7	8
CFTR F508del cor	-1.2	-18	x	-0.1	0.6	0.1	-3.5	-1.0
Casp6 inh	3	x	1	-1	-1	50*	-4	0
SIRT5 inh	0	-2	-4	-3	-5	-4	1	-2
ERp5 inh	4	1	-9	7	2	6	2	8
DENV2 CPE rescue	6	4	x	-11	5	-7	2	3
ERAP1 inh	1	6	3	-1	2	0	3	6
miR-122 sensor	-3[16.7 µM]	x	0	0	0	-2	-1	x

9	COC(=O)C[C@@H]1CC[C@H]2[C@@H](COc3ccc(NC(=O)C4CCOCC4)cc3C(=O)N2C)O1
10	O=C(Cc1ccccc1F)NNC(=O)c1ccncc1
11	Cc1ccc(S(=O)(=O)Nc2cccc3c2O[C@@H](CN(C)C(=O)Nc2ccc(F)cc2)[C@H](C)CN([C@@H](C)CO)C3=O)cc1
12	Cc1cccc(C(=O)N/C(=C\c2ccco2)C(=O)N2CCCC2)c1
13	C[C@@H]1CN([C@H](C)CO)C(=O)c2cccc(NC(=O)NC3CCCCC3)c2O[C@H]1CN(C)S(=O)(=O)c1cccs1
14	C[C@@H]1CCCCO[C@@H](CN(C)Cc2ccccc2)[C@@H](C)CN([C@@H](C)CO)C(=O)c2cc(NC(=O)Nc3cccc4ccccc34)ccc2O1
15	C[C@@H]1CN([C@H](C)CO)C(=O)Cc2cc(NS(=O)(=O)c3ccccc3)ccc2O[C@H]1CN(C)S(C)(=O)=O
16	Cc1ccc(OC(=O)CCC(=O)Nc2ccc(C)c(C)c2)cc1
entry no.	9	10	11	12	13	14	15	16
CFTR F508del cor	3.2	-0.3	-2.7	2.0	-3.0	2.4	-1.2	0.9
Casp6 inh	0	-3	0	-2	-1	0	1	-5
SIRT5 inh	-2	0	-4	-6	5	4	-4	-4
ERp5 inh	0	-5	-3	-8	11	-2	4	-3
DENV2 CPE rescue	0	6	6	1	u	-24	-4	5
ERAP1 inh	-3	3	0	0	1	0	0	x
miR-122 sensor	25[16.7 µM]	-2	0[16.7 µM]	-1	-21[16.7 µM]	3[16.7 µM]	4[16.7 µM]	x

17	CCOC(=O)c1sc(=NC(=O)c2c(F)cccc2F)n(C)c1C
18	O=C(NCc1ccccc1F)c1ccc2c(c1)OCCO2
19	COc1ccc(S(=O)(=O)Nc2cccc3c2O[C@@H](CN(C)CC2CCCCC2)[C@@H](C)CN([C@@H](C)CO)C3=O)cc1
20	C[C@@H]1CN([C@@H](C)CO)C(=O)c2cc(N(C)C)ccc2O[C@H]1CN(C)S(=O)(=O)c1cn(C)cn1
21	CC(C)(C)c1nc(SCC(=O)NCc2cccs2)c2ccccc2n1
22	O=C(NCc1cccc(Cl)c1)c1cc(=O)[nH]c2ccccc12
23	CCCC(=O)Nc1c2c(nn1-c1cccc(C)c1C)CS(=O)(=O)C2
24	O=C(c1cc(-c2ccc(F)cc2)on1)N1CCCCCC1
entry no.	17	18	19	20	21	22	23	24
CFTR F508del cor	0.3	0.3	1.7	-0.6	-2.2	-3.6	-1.6	0.8
Casp6 inh	-1	-1	0	-1	2	0	x	3
SIRT5 inh	-15	-2	-4	-2	2	-1	0	-1
ERp5 inh	1	3	2	3	-2	4	2	0
DENV2 CPE rescue	11	-6	-2	-5	-6	0	-4	3
ERAP1 inh	3	-3	-4	4	0	2	-1	2
miR-122 sensor	2	0	16[16.7 µM]	-7[16.7 µM]	x	-3	-7	-5

In a second layout: three of the compounds above
cpd	CFTR F508del cor	Casp6 inh	SIRT5 inh	ERp5 inh	DENV2 CPE rescue	ERAP1 inh	miR-122 sensor	molecule
18	0.3	-1	-2	3	-6	-3	0	O=C(NCc1ccccc1F)c1ccc2c(c1)OCCO2
19	1.7	0	-4	2	-2	-4	16[16.7 µM]	COc1ccc(S(=O)(=O)Nc2cccc3c2O[C@@H](CN(C)CC2CCCCC2)[C@@H](C)CN([C@@H](C)CO)C3=O)cc1
20	-0.6	-1	-2	3	-5	4	-7[16.7 µM]	C[C@@H]1CN([C@@H](C)CO)C(=O)c2cc(N(C)C)ccc2O[C@H]1CN(C)S(=O)(=O)c1cn(C)cn1

The list continues.
25	CN(C)C(=O)c1ccc(-c2ccccc2[C@H]2[C@@H](CO)N(C(=O)C3CCCC3)[C@H]2C#N)cc1
26	CCN(C(=O)CN1C(=O)NC2(CCC(C)CC2)C1=O)C1CCCCC1 (configuration not stated)
27	COC(=O)c1ccccc1NC(=O)Cn1cnc2c(cnn2-c2ccccc2)c1=O
28	O=C(Nc1cccc(Cl)c1)N[C@H]1CC[C@H](CCNC(=O)C2CCCC2)O[C@H]1CO
29	O=C(CCCN1C(=O)c2ccccc2C1=O)NCCN1C(=O)S/C(=C\c2cccs2)C1=O
30	COc1cccc(/C=N/NC(=O)CN2CC(c3ccccc3)CC2=O)c1OC (configuration not stated)
31	CC(C)(C)C(=O)COC(=O)c1cc(-c2cccnc2)nc2ccccc12
32	CC(=O)Oc1ccc(NC(=O)CSc2ccccc2)cc1
entry no.	25	26	27	28	29	30	31	32
CFTR F508del cor	1.9	2.6	-1.6	2.1	x	3.1	-5.3	-3.5
Casp6 inh	0	-7	-1	-2	-3	1	0	-4
SIRT5 inh	-4	x	-2	6	0	-6	-2	-2
ERp5 inh	3	6	3	-1	-1	-1	-5	0
DENV2 CPE rescue	-2	-6	2	-14	-3	-7	-2	x
ERAP1 inh	2	-3	-1	3	0	-1	2	-3
miR-122 sensor	x	64	-1	44[16.7 µM]	x	x	x	-2

33	Cc1ccc(S(=O)(=O)Nc2cccc3c2O[C@@H](CN(C)S(=O)(=O)c2cn(C)cn2)[C@H](C)CN([C@@H](C)CO)C3=O)cc1
34	S=c1[nH]nc(CNc2ccc(Cl)cc2)n1Cc1ccccc1
35	CC(C)CCN1CCN(Cc2coc3ccccc3c2=O)CC1CCO (configuration not stated)
36	O=C1CCC(=O)N1c1ccc(-c2nc3sc4c(c3c(=O)o2)CCC4)cc1
37	C[C@@H]1CCCCO[C@H](CN(C)C(=O)CCC(F)(F)F)[C@@H](C)CN([C@H](C)CO)C(=O)c2cc(NC(=O)CCC(F)(F)F)ccc2O1
38	Cc1cc(CNC(=O)c2cc(COc3c(F)cccc3F)on2)nn1C
39	CCOc1ccc(NC(=O)CSc2ncn[nH]2)cc1
40	CC(C)=CC1C(C(=O)NCCOc2ccccc2)C1(C)C (configuration not stated)
entry no.	33	34	35	36	37	38	39	40
CFTR F508del cor	-2.9	4.1	-1.0	-1.9	0.9	1.0	-3.6	2.2
Casp6 inh	-1	-3	-1	-3	2	1	-1	1
SIRT5 inh	-6	x	5	-1	-1	1	-1	-2
ERp5 inh	4	1	6	2	-3	3	-1	-1
DENV2 CPE rescue	u	-1	8	5	1	9	6	-5
ERAP1 inh	1	x	-2	x	-1	1	1	0
miR-122 sensor	-2[16.7 µM]	x	9	x	28[16.7 µM]	x	-1	-5

41	C=CC[C@@H](CC(=O)NCCO)C(=O)N[C@@H](COC(=O)[C@@H](CC=C)Cc1ccc(F)cc1)Cc1ccccc1
42	CC(C)(CNC(=O)Cc1ccc(Br)cc1)N1CCOCC1
43	C[C@@H]1CN([C@@H](C)CO)C(=O)c2cc(NC(=O)C3CCCCC3)ccc2O[C@H]1CN(C)CC1CCCCC1
44	COc1ccc(S(=O)(=O)NCC(=O)NCc2cc(=O)n(C)c(=O)n2C)cc1
45	O=C(C[C@H]1CC[C@@H]2NC[C@H](O)COC[C@H]2O1)Nc1ccc(-c2ccccc2)cc1
46	COc1ccc(CN(C)C[C@H]2OCCCC[C@H](C)Oc3ccc(NS(=O)(=O)c4cn(C)cn4)cc3C(=O)N([C@H](C)CO)C[C@H]2C)cc1
47	C[C@@H]1CCCCO[C@@H](CN(C)C(=O)Nc2ccc3c(c2)OCO3)[C@H](C)CN([C@H](C)CO)C(=O)c2cc(NS(C)(=O)=O)ccc2O1
48	Cc1ccc(-c2ccc(=O)n(CC(=O)NCCCN3CCCCC3)n2)cc1
entry no.	41	42	43	44	45	46	47	48
CFTR F508del cor	1.2	-2.2	-0.9	-2.3	-2.4	-0.9	0.6	-0.6
Casp6 inh	1	x	-2	1	0	-1	0	7
SIRT5 inh	x	-2	0	8	0	0	-2	-7
ERp5 inh	0	3	2	1	1	-1	0	-2
DENV2 CPE rescue	-8	1	4	57*	-3	-1	-2	x
ERAP1 inh	-2	3	-1	-4	0	-5	-3	-2
miR-122 sensor	-7	x	-4[16.7 µM]	x	-1[16.7 µM]	6[16.7 µM]	3[16.7 µM]	-4

49	CCCn1c(N)c(N(CCOC)C(=O)c2ccc(-c3ccccc3)cc2)c(=O)[nH]c1=O
50	Cc1cccc(NC(=O)Cc2ccc(-c3ccccc3)cc2)n1
51	CO[C@H]1CN(C)C(=O)c2ccc(NC(=O)c3cccc(Oc4ccccc4)c3)cc2OC[C@@H](C)NC[C@H]1C
52	O=C(O)c1c2c(nc3ccc(S(=O)(=O)N4CCC(C(=O)NCc5ccc(Cl)cc5)CC4)cc13)CCCC2
53	COc1ccc(CCNC(=O)CC2Oc3ccc(Cl)cc3NC2=O)cc1OC (configuration not stated)
54	Cc1cc(C)cc(C(=O)Nc2cc3c4c(c2)CC(=O)N4CCC3)c1
55	COc1ccccc1N1CCN(c2ccc3c(c2)S(=O)(=O)c2cccc(C(=O)NCC4CC4)c2C3=O)CC1
56	O=C(CCC(=O)c1ccccc1)NCCOc1ccccc1
entry no.	49	50	51	52	53	54	55	56
CFTR F508del cor	-2.8	1.2	-0.4	0.1	3.8	-0.9	3.1	-0.5
Casp6 inh	1	-2	-1	65*	-1	6	2	-3
SIRT5 inh	-5	-2	1	6	-2	-3	-3	2
ERp5 inh	4	-16	1	0	5	0	-8	4
DENV2 CPE rescue	-7	-5	5	5	u	2	4	-1
ERAP1 inh	-1	1	8	-6	1	0	-2	-3
miR-122 sensor	-9	-7	x	2	-3	x	-8	1

57	O=C(CC1CC1)Nc1ccc2c(c1)[C@H]1C[C@@H](CC(=O)NC3CCCC3)O[C@@H](CO)[C@H]1O2
58	CN(CC(=O)Nc1ccccc1Cl)C(=O)COC(=O)Cc1c(F)cccc1Cl
59	C[C@@H]1CCCCO[C@@H](CN(C)C(=O)c2ccncc2)[C@@H](C)CN([C@H](C)CO)C(=O)c2cc(NC(=O)Cc3ccccc3)ccc2O1
60	CCN1CCCc2cc(CN(CCN3CCOCC3)C(=S)Nc3ccc(OC)c(Cl)c3)ccc21
61	CCCC(=O)Nc1ccc(C(=O)NCc2ccccn2)cc1
62	Cc1cc(C(=O)CCl)c(C)n1-c1cccc(S(=O)(=O)N2CCOCC2)c1
entry no.	57	58	59	60	61	62
CFTR F508del cor	-1.5	-0.5	1.3&0.0	2.7	1.6	0.2
Casp6 inh	-2	1	-1&0	-25	2	9
SIRT5 inh	-5	0	5&6	3	4	1
ERp5 inh	16	-2	-2&-6	4	-1	4
DENV2 CPE rescue	14	6	24*!	-2	-2	1
ERAP1 inh	2	-1	8&-3	x	8	4
miR-122 sensor	-1[16.7 µM]	x	0	-7	x	x

Assay outcomes (PubChem)
